# Screening data (PubChem BioAssay)
# Integrin act MD = integrin-mediated muscular dystrophy alleviation activation; alpha7betagal myoblasts, beta-gal FDG fluorescence, 48 h; 350,000 tested, 0.064% active; Potency, µM (doses to about 38.3 µM), for the others: top-dose activation, usual class: activators;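 further: potency means the concentration at half of the fitted maximal effect; 100% = response of the positive control SU9516; nearly all actives have a fitted effect of over 60% in size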
#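 Alpha7betagal+/- myoblasts (passage 13) were plated 16-24 hr, then exposed to compounds (1:260 dilution of DMSO stock) for 48 hours at 37C. After MPER lysis, β-galactosidase reporter activity was read as FDG fluorescence (ex 480/em 540) after 30 minutes.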
# BCR signal inh = inhibitors of chronic active B-cell receptor signaling; ABC-DLBCL IkBa-CBG/CBR reporter, luminescence ratio, 4 h; Potency, µM (doses to about 46.1 µM), inactives show at the highest dose ratio change, negative = lower green/red ratio, most hits filed as inhibitors; 340,000 tested, 0.05% active; active means well fitted inhibition curve with a large enough effect in the signal ratio, with a control signal flat, not every such curve was filed as active; inconclusive means small, poorly fitted or top-dose-only effect, or effect the other way, or a change in a side signal; the % refers to the signal ratio;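 further: potency means the concentration at half of the fitted maximal effect; plate controls were basal doxycycline-induced cells for no effect and cells given 10 µM MG132 for full effect; MG132 reads +100%, hits lower the ratio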
#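 Compounds up to 46 uM were incubated four hours with TMD8 cells whose green CBG68 luciferase is fused to IkappaBalpha; red CBR luminescence normalised the signal, and concentration-effect curves were fitted to fusion, red and ratio data.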
# PKM2 activator = increases activity of human pyruvate kinase M2; purified PKM2, Kinase-Glo ATP luminescence, activation; response scale: 0% is enzyme alone, no compound; Potency, µM (top dose mostly 57.5 µM), for inactives: top-dose activation, actives largely listed as activators; 260,000 tested, 0.34% active; AID 1631; further: potency means the concentration at half of the fitted maximal effect; on the % scale 0 is the no-effect control and ±100 the full control effect; nearly all actives have a fitted effect of over 55% in size
# Target sequence (P14618 whole entry, looked up): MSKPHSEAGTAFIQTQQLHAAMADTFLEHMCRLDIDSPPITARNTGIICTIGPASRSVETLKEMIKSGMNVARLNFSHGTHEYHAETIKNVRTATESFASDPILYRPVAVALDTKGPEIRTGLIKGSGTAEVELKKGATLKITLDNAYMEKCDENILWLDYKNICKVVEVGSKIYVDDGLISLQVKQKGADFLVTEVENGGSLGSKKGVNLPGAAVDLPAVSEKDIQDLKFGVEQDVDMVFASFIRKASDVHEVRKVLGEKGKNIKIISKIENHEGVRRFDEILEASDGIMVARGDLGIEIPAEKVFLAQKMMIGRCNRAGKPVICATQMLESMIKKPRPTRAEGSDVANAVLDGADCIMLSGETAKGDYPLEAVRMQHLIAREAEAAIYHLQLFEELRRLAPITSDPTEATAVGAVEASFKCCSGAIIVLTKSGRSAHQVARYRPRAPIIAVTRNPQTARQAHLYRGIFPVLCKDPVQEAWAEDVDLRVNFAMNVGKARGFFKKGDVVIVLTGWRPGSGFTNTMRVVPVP
#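 Kinase-Glo luminescence reports ATP generated from ADP (0.1 mM) and PEP (0.5 mM) by purified hPK-M2 after 1 h at room temperature, pH 7.2 imidazole buffer; intermediate enzyme activity allows detecting inhibitors and activators.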
# Giardia killer = kills Giardia lamblia; activity change, % at 7.66 µM, hits read low; 340,000 tested, 0.15% active; AID 540267; Giardia lamblia trophozoite viability; in the data active means activity change below about -80%; inconclusive means between about -30% and that limit;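 further: parasites exposed to compound for two days anaerobically before the ATP read; on the % scale 0 is the no-effect control and ±100 the full control effect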
#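 ATP-content bioluminescence gauges trophozoite survival. Cells (100/well) receive compound and incubate anaerobically for 48 hrs at 37 deg C; detection reagent follows for 15-30 min at room temperature.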
# B2AR arrestin = beta2AR (human) beta-arrestin recruitment activity; P07550; beta-arrestin recruitment to beta2AR, cell-based reporter; Potency, µM (doses to about 46.1 µM), for the others: at the highest dose activation, most hits filed as activators; 330,000 tested, 0.02% active;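 further: potency means the concentration at half of the fitted maximal effect; 0% = DMSO controls and full agonism = EC100 isoproterenol or metaproterenol; nearly all actives have a fitted effect of over 65% in size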
# FBPA coupling cs = inhibits coupling enzyme system, counter-screen for aldolase hits | coupling enzyme system counterscreen, AmpLite Red fluorescence | activity change, negative = inhibition, % at 58.2 µM, hits read low | 290,000 tested, 0.67% active; in the data active means activity change below about -30%; further: on the % scale 0 is the no-effect control and ±100 the full control effect
#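 First, compound is pin-transferred into glyceraldehyde-3-phosphate coupling-enzyme reagent at 57.5 uM final and held 10 min at RT. Next, substrate, coupling system and AmpLite Red are added. After 20 min RT, fluorescence (525/598 nm) is read.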
# Tb PFK block = inhibitors of T. brucei phosphofructokinase | O15648 | T. brucei PFK, ADP-Glo luminescence | Potency, µM (series often up to 57.5 µM), without a hit: top-dose activity, negative = inhibition, usual class: inhibitors | 330,000 tested, 0.17% active;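 further: potency means the concentration at half of the fitted maximal effect; 0% = uninhibited 1x PFK enzyme wells and -100% = no-enzyme wells; nearly all actives have a fitted effect of over 60% in size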
# Target sequence (O15648 whole entry, looked up): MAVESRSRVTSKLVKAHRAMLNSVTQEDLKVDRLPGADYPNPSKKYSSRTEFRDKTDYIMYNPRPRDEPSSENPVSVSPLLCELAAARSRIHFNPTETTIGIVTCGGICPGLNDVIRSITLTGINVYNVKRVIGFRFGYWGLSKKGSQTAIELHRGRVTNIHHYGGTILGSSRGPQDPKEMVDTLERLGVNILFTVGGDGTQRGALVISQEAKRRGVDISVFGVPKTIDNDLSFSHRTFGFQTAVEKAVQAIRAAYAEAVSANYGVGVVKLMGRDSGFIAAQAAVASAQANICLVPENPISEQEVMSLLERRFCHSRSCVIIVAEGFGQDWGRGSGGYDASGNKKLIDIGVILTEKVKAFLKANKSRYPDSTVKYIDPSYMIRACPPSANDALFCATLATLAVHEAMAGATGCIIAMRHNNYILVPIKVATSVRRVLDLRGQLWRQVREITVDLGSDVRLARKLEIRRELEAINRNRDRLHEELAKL
#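 PFK 1.25 nM, F6P 0.5 mM, ATP 0.1 mM, 0.1 M TEA pH 8.0, 5 mM MgCl2, 0.01% Tween20, 0.1% BSA; 45 min RT. ADP-Glo readout. qHTS titration up to 57 uM; curves fitted, compounds curve-classed.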
# PTAP TSG101 blk = blocks PTAP/TSG101 interaction to inhibit HIV-1 budding; 340,000 tested, under 10 active; Potency, µM (series often up to 115 µM), for inactives: at the highest dose activity change, negative = inhibition, actives largely listed as inhibitors; Fluorescence polarization, FITC-PTAP peptide / Tsg101 binding; Q99816; active means well fitted inhibition curve with a large enough effect in the main read-out, with a control signal flat, not every such curve was filed as active; inconclusive means small, poorly fitted or top-dose-only effect, or effect the other way, or a change in a side signal; inactive means no such curve, though single readings can be large or run the other way; further: potency means the concentration at half of the fitted maximal effect; % of control where 0% means no effect
#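 Fluorescence polarization binding of Tsg101 binding domain (10 uM final) to FITC-labeled PTAP peptide (50 nM final) in HEPES pH 7.5 buffer with NaCl, Tween 20, EDTA, TCEP. Compounds added before peptide; binding 20 min at RT.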
# Menin MLL FP TR = displaces Texas Red mutant MLL peptide from human menin | Menin + Texas Red MLL mutant peptide, fluorescence polarization | Potency, µM (series often up to 61.6 µM), for inactives: at the highest dose FP activity change, negative = inhibition, actives largely listed as inhibitors | 270,000 tested, 0.23% active | AID 1768; active means well fitted inhibition curve with a large enough effect in the polarisation, with a control signal flat, not every such curve was filed as active; inconclusive means small, poorly fitted or top-dose-only effect, or effect the other way, or a change in a side signal; inactive means no such curve, though single readings can be large or run the other way; the % refers to the polarisation; further: potency means the concentration at half of the fitted maximal effect; % of control where 0% means no effect; many of its hits are not listed in these tables
# GALK inh = blocks human galactokinase activity | P51570 | Purified GALK, Kinase-Glo residual ATP luminescence | Potency, µM (highest dose often 57.5 µM), inactives show at the top dose activity change, negative = inhibition, hits mostly inhibitors | 270,000 tested, 0.007% active | AID 1868; further: potency means the concentration at half of the fitted maximal effect; on the % scale 0 is the no-effect control and ±100 the full control effect
#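 ATP-depletion format; final 35 uM ATP, 100 uM D-galactose, 5 nM enzyme; pH 8.0 HEPES/Mg2+ buffer; 60 min RT; luminescence read 10 min after detection reagent.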
# S-ASM inh = inhibitors of human secretory acid sphingomyelinase; placental ASM, HMU-PC fluorogenic substrate, 60 min; Potency, µM (doses to about 57.5 µM), for inactives: top-dose activity change, negative = inhibition, hits mostly inhibitors; 340,000 tested, 0.006% active; AID 504937; further: potency means the concentration at half of the fitted maximal effect
#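 HMU-PC0 cleavage (9 uM final) by human placental ASM, 60 min at 37 °C following 10 min compound exposure at RT; stopped at pH 10, fluorescence Ex 386/Em 447 nm.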
# * hit, by the source's call; u = inconclusive; x = no result given; & = joins results of further samples; [ ] = dose if it differs, or a comment. Unless noted, the call rests on the fitted dose curve; in most records, active means well fitted curve in the direction sought with a large enough effect; inconclusive means small, poorly fitted or top-dose-only effect, or another doubt; inactive means no such curve, though single readings can be large; an effect the other way counts as inactive or inconclusive.
SMILES,Integrin act MD,BCR signal inh,PKM2 activator,Giardia killer,B2AR arrestin,FBPA coupling cs,Tb PFK block,PTAP TSG101 blk,Menin MLL FP TR,GALK inh,S-ASM inh
COc1cc(C(=S)N2CCOCC2)ccc1O,-7%,-2%,2%,-7,-0.4%,2,-1%,-3%,-3%&3%,-1%,3%
COC(=O)C1CCCN1S(=O)(=O)c1ccccc1NC(=O)c1cc(OC)c(OC)c(OC)c1 (stereo not given),0%,-10%,x,-25,0.4%,-1,-1%,-6%,-11%,3%,-1%
COc1ccc(NC(=O)c2cc(-c3cc(C)ccc3O)n[nH]2)cc1Cl,4%,-16%,0%,-4,-0.3%,0,-8%,-2%,u,-1%,-2%
Cn1c(=O)n(Cc2ccc(F)cc2)c(=O)c2c1nc1n2CCCN1Cc1ccccc1,0%,1%,u,-15,-0.3%,0,1%,-1%,-23%,1%,-18%
COc1ccc2oc(C(=O)OCC(=O)N(C)c3c(N)n(Cc4ccccc4)c(=O)[nH]c3=O)c(C)c2c1,3%,1%,x,9,0.2%,x,-3%,0%,x,x,3%
COc1ccccc1N(CC(=O)NC1CCCC1)C(=O)CCC(=O)Nc1cc(C)on1,11%,u,3%,-5,-0.1%,2,0%,-4%,-21%,0%,5%
COc1ccc(-c2noc(CCCC(=O)Nc3ccc(C(N)=O)cc3)n2)cc1OC,11%,-3%,-8%,-7,-0.9%,-5,0%,0%,x,1%,-3%
CCOC(=O)C(NC(=O)c1ccc(OC)cc1)(OCC1(CC)COC1)C(F)(F)F (stereo not given),1%,4%,-8%,0,-0.4%,1,2%,-4%,2%,5%,1%
Cc1cccc(OCC(=O)OC(C)C(=O)Nc2ccc(S(=O)(=O)N3CCCCC3)cc2)c1 (stereo not given),12%,-5%,x,8,0.0%,x,3%,0%,x,x,-8%
CN(C(=O)CN1C(=O)S/C(=C\c2ccc(F)cc2)C1=O)C1CCS(=O)(=O)C1 (stereo not given),13%,u,-5%,-2,-1.0%,-1,1%,-3%,7%,8%,2%
C/C=C(/C)C(=O)Nc1cccc(C2=NOC3(C2)C[C@@H](C(N)=O)N(C(=O)CCCCC)C3)c1 (stereo not given in full),11%,0%,-5%,24,-0.7%,-1,-5%,-2%,x,-4%,1%
CCc1ccc2c(c1)C(NC(C)=O)C(=O)N2CCN1CCOCC1 (stereo not given),-2%,-1%,x,8,-0.1%,0,-25%,0%,x,-12%,-1%

# An excerpt from above, showing only Menin MLL FP TR, FBPA coupling cs and GALK inh:
canonical_smiles	Menin MLL FP TR	FBPA coupling cs	GALK inh
COc1ccc(-c2noc(CCCC(=O)Nc3ccc(C(N)=O)cc3)n2)cc1OC	x	-5	1%
CN(C(=O)CN1C(=O)S/C(=C\c2ccc(F)cc2)C1=O)C1CCS(=O)(=O)C1 (stereo not given)	7%	-1	8%
COc1ccc(NC(=O)c2cc(-c3cc(C)ccc3O)n[nH]2)cc1Cl	u	0	-1%

# Additional compounds.
SMILES,Integrin act MD,BCR signal inh,PKM2 activator,Giardia killer,B2AR arrestin,FBPA coupling cs,Tb PFK block,PTAP TSG101 blk,Menin MLL FP TR,GALK inh,S-ASM inh
CCOc1ccc(OCCC(=O)OCC(=O)Nc2ccc(N3CCOCC3)cc2)cc1,16%,0%,-6%,7,-0.5%,x,2%,-2%,x,-7%,-2%
COc1ccc(C(=O)C2CN(c3ccccc3)CC2c2ccc(Cl)cc2)cc1 (stereo not given),-13%,0%,3%,7,0.1%,0,-1%,-5%,35%[activator],-3%,0%
Cc1ccc(CNC(=O)COC(=O)c2cncc(Br)c2)cc1,28%,-8%,-6%,5,0.5%,0,-1%,-9%,-20%,0%,0%
COc1ccc(C(=O)NCC(=O)OCC(=O)N2CCC(C)CC2)cc1OC,11%,12%,x,6,-0.9%,1,-1%,-4%,1%,5%,-1%
CCOc1ccc(/C=C/C(=O)N(CC)CC(=O)Nc2ccc3c(c2)OCCO3)cc1OC,28%,-2%,x,31[activator],-0.3%,x,-2%,-4%,x,x,-1%
COc1ccccc1/C=N/NC(=O)CCSc1ccccc1,-3%,-6%,0%,-13,-0.8%,-33*,-1%,-1%,6%,2%,4%
O=C(Nc1ccccc1)N1CCCN(Cc2ccccc2F)C1,-8%,0%,1%,11,-0.5%,0,-1%,0%,17%,-4%,5%
Cn1nnnc1Sc1ncnc2scc(-c3cccc(C(F)(F)F)c3)c12,x,u,x,0,-0.8%,x,4%,-1%,x,x,-7%
O=C(C1=C(O)C(=O)N(CC2CCCO2)C1c1ccccc1[N+](=O)[O-])c1ccco1 (stereo not given),-13%,8%,x,18,-0.3%,-3,-12%,-5%,-9%,1%,-1%
COCC1CCN(Cc2c(C(=O)N3CCN(C4CCCCC4)CC3)nc3ccccn23)C1 (stereo not given),13%,u,-2%,-14,0.1%,5,-5%,-3%,-23%,5%,18%
O=C(c1cnn2c1NC(c1ccc(Br)cc1)CC2C(F)(F)F)N1CCN2CCCC2C1 (stereo not given),5%,-2%,-2%,41[activator],0.4%,0,3%,0%,u,4%,1%
Cc1ccc(CN2CC(C(=O)Nc3ccc(C)cn3)CC2=O)cc1 (stereo not given),10%,4%,x,-12,0.1%,x,-4%,-4%,x,x,-3%

# Entries shown so far containing a Cl atom (2):
SMILES,Integrin act MD,BCR signal inh,PKM2 activator,Giardia killer,B2AR arrestin,FBPA coupling cs,Tb PFK block,PTAP TSG101 blk,Menin MLL FP TR,GALK inh,S-ASM inh
COc1ccc(NC(=O)c2cc(-c3cc(C)ccc3O)n[nH]2)cc1Cl,4%,-16%,0%,-4,-0.3%,0,-8%,-2%,u,-1%,-2%
COc1ccc(C(=O)C2CN(c3ccccc3)CC2c2ccc(Cl)cc2)cc1 (stereo not given),-13%,0%,3%,7,0.1%,0,-1%,-5%,35%[activator],-3%,0%

# Following part
SMILES,Integrin act MD,BCR signal inh,PKM2 activator,Giardia killer,B2AR arrestin,FBPA coupling cs,Tb PFK block,PTAP TSG101 blk,Menin MLL FP TR,GALK inh,S-ASM inh
Cc1cc(NC(=O)C2CC(=O)N(c3ccc(F)cc3)C2)no1 (stereo not given),-2%,-20%,-10%,-19,-0.4%,-1,-3%,1%,4%,-1%,4%
Cc1ccc(S(=O)(=O)NC(=O)c2cccc(Br)c2)cc1,0%,4%,1%,-18,-0.2%,x,0%,0%,x,-1%,2%
Cc1ccc(NC(=O)CCC(=O)NNC(=O)c2cccc([N+](=O)[O-])c2)cc1C,9%,1%,4%,29,-0.3%,0,0%,-1%,-7%,1%,1%
COc1ccccc1CNC(=O)C1CCN(c2ncnc3c2nc2n3CCCCC2)CC1,-23%,5%,x,-3,-0.4%,2,2%,1%,-21%,-11%,-2%
O=C(/C=C/c1ccc([N+](=O)[O-])cc1)OCC(=O)c1ccc[nH]1,-36%,0%,x,0,0.0%,x,-2%,0%,x,x,-3%
O=C(CSc1ccccn1)NCc1ccc2c(c1)OCO2,-9%,u,0%,-16,-0.6%,0,-1%,-3%,-13%,-1%,0%
C[C@@H](NC(=O)c1nc[nH]c1C(=O)NCCCCCNC(=O)OC(C)(C)C)c1ccccc1,-18%,-6%,x,4,2.6%,x,1%,2%,x,x,-1%
O=C(COc1ccc(Cl)cc1Cl)NC(=O)N1CCCCC1,-4%,-19%,6%,4,0.1%,-4,-3%,-7%,4%,-1%,-1%
COc1ccc(N2CC(C(=O)Nc3c(C(N)=O)oc4ccccc34)CC2=O)cc1 (stereo not given),0%,u,x,-14,-0.3%,x,-6%,-1%,x,x,x
CCOC(=O)C1=C(C)N=c2s/c(=C/c3ccc(OCC(=O)O)cc3)c(=O)n2C1c1cc(OC)c(OC)c(OC)c1 (stereo not given),24%,0%,8%,10,0.1%,6,-11%,-5%,u,1%,12%
CN(C)S(=O)(=O)c1ccc(NC(=O)COC(=O)C2COc3ccccc3O2)cc1 (stereo not given),-4%,-1%,4%,-19,-0.1%,1,5%,0%,36%[activator],-1%,-2%
O=C(Nc1nn(Cc2ccccc2F)cc1Br)c1cccs1,1%,0%,-8%,-6,-0.2%,-1,-2%,-7%,16%,0%,-2%

# A portion of the library; rates above refer to the full screens.
